Screening results deposited in PubChem by several laboratories.
PolyA inhibitor: inhibitors of polyadenylation in S. cerevisiae; calls only at 12 µM; 0.02% of 300,000 active; S. cerevisiae SKY197-pL101 polyadenylation reporter, beta-gal luminescence; efflux-impaired pdr1/pdr3 knockout yeast; score 100 = 6 SD above DMSO; AID 1875;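 active means lowest replicate activity score at least 50, where 100 means six control SD above control mean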;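 further: yeast exposed to compound for 9 h at 30 °C; higher score means more reporter readthrough which indicates perturbed polyadenylation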
RGS4 pot: RGS4 potentiation or activation. B-score at 10 µM. HEK293 M3R/inducible RGS4, carbachol calcium flux Fluo4; hits give low values. 0.92% of 310,000 active;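 active means B-score of the integrated calcium signal more than 4 SD below the library mean, with starting fluorescence not abnormally high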;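 further: negative B-score means reduced calcium response which marks RGS4 activation or potentiation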
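Test system: HEK293 cells with stable M3R and inducible RGS4; also added: carbachol at ECmax as muscarinic agonist stimulus; schedule: dye loading 30 min 37 °C, buffer rest 30 min RT; technique: kinetic calcium fluorescence imaging with Fluo4-AM dye, 2 µM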
KCNK3 block: human KCNK3 channel inhibition, primary screen. O14649. CHO-KCNK3 thallium flux, FluxOR fluorescence; hits give low values. B-score at 10 µM. 0.84% of 340,000 active;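 active means B-score under library mean minus 4 SD, starting fluorescence ratio at most library mean plus 5 SD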;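 further: more negative B-score means stronger inhibition of thallium flux through KCNK3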
Target sequence (O14649 whole entry, looked up): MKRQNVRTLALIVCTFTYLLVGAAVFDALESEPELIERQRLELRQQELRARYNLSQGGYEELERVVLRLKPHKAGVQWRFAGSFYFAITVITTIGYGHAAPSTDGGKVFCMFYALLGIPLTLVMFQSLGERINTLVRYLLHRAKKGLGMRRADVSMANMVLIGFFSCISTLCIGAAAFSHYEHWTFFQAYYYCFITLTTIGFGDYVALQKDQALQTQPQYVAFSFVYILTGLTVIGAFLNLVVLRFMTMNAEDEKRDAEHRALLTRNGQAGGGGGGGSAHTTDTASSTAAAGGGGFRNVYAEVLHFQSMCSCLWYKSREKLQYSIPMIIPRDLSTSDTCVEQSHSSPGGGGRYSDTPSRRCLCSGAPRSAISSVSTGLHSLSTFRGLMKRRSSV
KCNQ1 inh: blocks the human KCNQ1 potassium channel; P51787; CHO-K1 KCNQ1, FluxOR thallium flux fluorescence; hits give high values; B-score at 10 µM; 1.3% of 310,000 active;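 active means compounds whose thallium flux B-score, printed positive for inhibition, exceeds three library SD while starting fluorescence stays within three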;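 further: channel opened by potassium depolarization with thallium stimulus after 20 min compound exposure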
hERG rescue: compounds protecting human hERG from proarrhythmic drug block; Q12809; CHO-hERG, FluxOR thallium flux, dofetilide IC70 present; activation (rescue from dofetilide block), less the hit threshold, % at 10 µM; 0.51% of 310,000 active;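 active means activation above the mean of controls blocked by dofetilide plus 5 SD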;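 further: thallium influx through hERG after potassium depolarization seen as dye fluorescence rise; in these data hits start at about 4.7%; inactives centre near -7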
KCNK9 inh: inhibitors of human KCNK9 two-pore domain potassium channel; Q9NPC2; HEK293 KCNK9, FluxOR thallium flux fluorescence; hits give low values; B-score at 10 µM; 1.2% of 310,000 active; AID 488922;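 active means ratio B-score over 3 SD below the library mean, with starting fluorescence within 5 SD of its mean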;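 further: negative B-score means less thallium flux so channel inhibition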
Dyrk1A ADPGlo: blocks rat Dyrk1A kinase activity; ADP-Glo luminescence, NFATc1 peptide; inhibition, % at 12.5 µM; 0.43% of 310,000 active; AID 504441; in the data active means inhibition above about 50%;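 further: plate controls were vehicle with enzyme for no effect and no enzyme for full effect; many of its hits are not listed in these tables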
GSK3B inh: human GSK3beta kinase inhibition. activity score (negative = inhibition), % at 10 µM. P49841. GST-GSK3beta kinase, ADP-Glo luminescence, 60 min; hits give low values. 0.038% of 300,000 active;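 active means more than half of replicate wells score below -50%, meaning over 50% inhibition versus plate controls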;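 further: 0% = median DMSO wells and -100% = median GW8510 positive control wells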
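Assay system: GST-tagged human GSK3beta kinase, cell-free; Input: 1.6 ng GSK3beta; Medium: Tris/MgCl2 kinase buffer; Timing: 60 min enzyme reaction, room temperature; Signal: ADP-Glo luminescence quantifying ADP generated by kinase; Evaluation: score relative to plate controls; Benchmarks: DMSO neutral wells and GW8510 at 20 µM as positive.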
KCNQ1 pot: potentiators or activators of human KCNQ1 potassium channel. P51787. CHO-K1 KCNQ1, thallium flux FluxOR fluorescence; hits give high values. B-score at 10 µM. 0.35% of 310,000 active. AID 2648;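 active means fluorescence ratio B-score, a plate-corrected score, at least three library SD, with initial intensity B-score within 5 SD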
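Material: CHO-K1 cells stably expressing KCNQ1. Medium: assay buffer for compound exposure, DMSO matched across wells. Reagent: K+/Tl+ depolarizing stimulus. Compound dosing: single-concentration screen. Times: 37 °C overnight plating, 90-min dark dye load, 20-min compound pretreatment. Technique: FluxOR Tl+ flux fluorescence.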
RGS4 block: human RGS4 inhibition | B-score at 10 µM | 0.45% of 310,000 active | P49798 | HEK293 M3R/RGS4 inducible, Fluo-4 calcium flux; hits give high values; triggered by carbachol at its EC20;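 active means B-score, a plate-corrected calcium signal, over three deviations above library mean, with baseline fluorescence within five deviations of library mean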;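 further: RGS4 expression induced by doxycycline in cells with stable M3 receptor; B-score is computed from the integrated fluorescence ratio over baseline after carbachol; higher B-score means a larger calcium signal and so more RGS4 inhibition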
Target sequence (P49798 whole entry, looked up): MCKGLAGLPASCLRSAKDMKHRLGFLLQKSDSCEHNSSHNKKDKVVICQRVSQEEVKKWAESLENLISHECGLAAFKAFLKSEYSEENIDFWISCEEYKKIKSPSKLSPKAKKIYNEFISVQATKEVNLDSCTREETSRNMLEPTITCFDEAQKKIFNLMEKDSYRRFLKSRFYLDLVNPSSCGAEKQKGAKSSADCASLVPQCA
GSK3A inh: human GSK-3 alpha kinase inhibition; AID 2650; 0.1% of 320,000 active; inhibition, % at 10 µM; ADP-Glo luminescence, 60 min;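 in the data active means inhibition above about 50%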;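 further: GST-tagged GSK-3 alpha with peptide substrate and 25 µM ATP; 0% = DMSO neutral wells and 100% = GW8510 positive control wells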
Target sequence (P49840 whole entry, looked up): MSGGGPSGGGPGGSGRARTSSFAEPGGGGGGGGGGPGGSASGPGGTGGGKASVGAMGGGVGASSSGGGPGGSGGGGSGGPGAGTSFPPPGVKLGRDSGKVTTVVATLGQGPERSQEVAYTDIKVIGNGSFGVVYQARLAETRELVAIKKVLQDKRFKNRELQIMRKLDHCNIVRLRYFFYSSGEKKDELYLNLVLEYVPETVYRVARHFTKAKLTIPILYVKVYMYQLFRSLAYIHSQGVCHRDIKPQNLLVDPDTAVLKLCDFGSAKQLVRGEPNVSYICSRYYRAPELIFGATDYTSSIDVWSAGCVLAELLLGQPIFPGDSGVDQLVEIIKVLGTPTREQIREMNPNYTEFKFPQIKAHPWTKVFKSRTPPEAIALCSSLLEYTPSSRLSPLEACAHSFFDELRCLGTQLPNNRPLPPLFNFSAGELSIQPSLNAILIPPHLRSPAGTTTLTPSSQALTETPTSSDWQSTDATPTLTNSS
Starred values were filed as active, the others as inactive; i = inactive; / = not tested or not shown. This is a subset. The share of hits here may be higher or lower than overall.

Values in the order – RGS4 pot, KCNK9 inh, GSK3A inh, RGS4 block, hERG rescue, Dyrk1A ADPGlo, KCNK3 block, GSK3B inh, KCNQ1 inh, PolyA inhibitor, KCNQ1 pot
> O=C(CSc1ccc(-c2ccc(Cl)cc2)nn1)Nc1ccc2c(c1)OCCO2
    i, i, -1, i, -5, 0, i, 4, i, i, i
> CCn1c(C)c(C(C)=O)c(N2CCCC2)nc1=S
    i, i, -1, i, -5, -5, i, -3, i, i, i
> Nc1c(C(=O)Nc2ccc3c(c2)OCCO3)nnn1CCc1ccccc1
    i, i, 1, i, -8, 2, i, -3, i, i, i
> O=C(CCN1C(=O)c2ccccc2S1(=O)=O)N1CCN(c2ccccc2F)CC1
    i, i, -3, i, -13, -1, i, 0, i, i, i
> COc1ccc(C(=O)c2ccc(Br)cc2)cc1
    i, i, 1, i, -13, -5, i, 0, i, i, i
> O=c1[nH]c(NCc2ccco2)nnc1Cc1ccccc1Cl
    i, i, -1, i, -7, 1, i, 1, i, i, i
> Cc1nc2cc(NC(=O)Nc3ccc(Br)cc3)ccc2o1
    i, i, 9, i, -6, -4, i, 3, i, i, i
> COC(=O)C(C)N1C(=O)S/C(=C\c2cc(C)n(-c3ccccn3)c2C)C1=O (stereo not drawn)
    i, i, -2, i, -9, 4, i, 2, i, i, i
> CCOC(=O)c1c(-c2ccccc2)csc1NC(=S)NC
    i, i, -1, i, 8.9*, 2, i, 1, i, i, 38*
> Cc1ccc(CNC(=O)CCc2nc(-c3cccs3)no2)cc1
    i, i, -3, i, -15, -1, i, 1, i, i, i
> COc1ccc(-n2c(SCC(=O)N3CCCC(C)C3)nnc2-c2cccnc2)cc1 (stereo not drawn)
    i, i, 2, i, -3, 2, i, 0, i, i, i
> Nc1ccccc1N=Nc1ccccc1N
    i, i, 1, i, -3, 3, i, 2, i, i, i
> CN1C(=O)/C(=C/c2cccc(Cl)c2)Sc2ccc(C(=O)N3CCCC3)cc21
    i, i, 1, i, -5, /, /, -1, i, i, i
> Cc1cc(NC(=O)CN2CCN(c3ccccn3)CC2)ccc1Br
    i, i, -2, i, -5, 0, i, 1, i, i, i
> Cc1c(NC(=O)c2ccc(N3C(=O)C4C5C=CC(C5)C4C3=O)cc2)c(=O)n(-c2ccccc2)n1C (stereo not drawn)
    i, i, 0, i, -3, -2, i, 0, i, i, i
> O=C1CC(c2ccccc2)=NN1c1nc(-c2ccccc2)cs1
    i, i, -3, i, -12, -15, i, 0, i, i, i
> CCSCCOC(=O)C1=C(C)NC(=O)NC1c1ccc2c(c1)OCO2 (stereo not drawn)
    i, i, 1, i, -10, 3, i, 0, i, i, i
> Cc1cc(C(=O)Nc2ccncc2)ccc1[N+](=O)[O-]
    i, i, 0, i, -5, 7, i, 3, i, i, i
> CCOC(=O)C1(CC2CCCCO2)CCN(S(=O)(=O)c2ccccc2)CC1 (stereo not drawn)
    i, i, -3, i, -7, -3, i, 1, i, i, i
> CC(=O)c1cc2c(cc1NC(=O)Cn1nc(-c3ccc(F)cc3)ccc1=O)OCO2
    i, i, 0, i, -3, 2, i, 2, i, i, i
> CC(Sc1nc(=O)cc(N)n1CCc1ccccc1)C(=O)NCc1ccccc1 (stereo not drawn)
    i, i, -2, i, -16, -1, i, 15, i, i, i
> CC1=C(C(=O)OCC(C)C)C(c2ccccc2Cl)NC(=O)N1C (stereo not drawn)
    i, i, 2, i, -21, 2, i, 1, i, i, i
> CCC(C)NCCOc1ccc(C(C)(C)c2ccccc2)cc1 (stereo not drawn)
    -7.8*, i, 2, i, -11, /, i, -2, i, i, i
> CCOC(=O)C1=C(C)NC(C)=C(C(=O)OCC)C1C(=O)OCC(=O)NC1(C#N)CCCCC1
    -11*, i, 3, i, -12, 1, i, 4, i, i, i
> O=C(CCN1C(=O)c2ccccc2C1=O)N1CCCCCC1
    i, i, 3, i, -6, 0, i, 1, i, i, i
> Cc1ccc(NC(=O)c2cc(NC(=O)CCCC(=O)O)ccc2Cl)cc1Cl
    i, i, -2, i, -8, 5, i, -2, i, i, i
> COc1ccc(NS(=O)(=O)c2ccc3c(c2)NC(=O)CC(=O)N3)cc1OC
    i, i, 3, i, -3, -11, i, -1, i, i, i
> O=C1CCCCCCCN1Cc1ccccc1
    i, i, -1, i, -3, 1, i, 1, i, i, i
> CCn1nnnc1-c1ccc(OC)c(S(=O)(=O)Nc2ccc(OC)cc2)c1
    i, i, 3, i, -1, -3, i, -2, i, i, i
> COc1ccccc1-n1ccnc1SCC(=O)NCc1ccco1
    i, i, -1, i, -2, /, i, -4, i, i, i
> Cc1ccc(N=Nc2[nH]c3ccccc3c2O)cc1
    i, i, 6, i, -11, 5, i, -4, i, i, i
> COc1ccccc1OCC#CCNC1CCCCC1C (stereo not drawn)
    i, i, -1, i, -22, 1, i, -1, i, i, i
> COc1ccc(C(C)(C)C)cc1NC(=O)C1CCCO1 (stereo not drawn)
    i, i, 0, i, -11, -4, i, 4, i, i, i
> Cc1cc2oc(C(=O)Nc3ccc(S(=O)(=O)N4CCCC(C)C4)cc3)cc(=O)c2cc1Cl (stereo not drawn)
    i, i, 0, i, -2, -2, i, 1, i, i, i
> Cc1c(C(=O)NC(C)c2ccncc2)oc2ccccc12 (stereo not drawn)
    i, i, -1, i, -7, 7, i, -1, i, i, i
> O=C1C(C=Nc2ccc(F)cc2)=C(O)c2ccccc21
    i, i, 2, i, -4, -2, i, 1, i, i, i
> O=C(Nc1nc(-c2ccc(Oc3ccccc3)cc2)cs1)C1=COCCO1
    i, i, -3, 21*, -10, 2, i, 5, i, i, i
> COc1ccccc1NCC(=O)N/N=C/c1cccnc1
    i, i, 1, i, -16, -1, i, 1, i, i, i
> COc1ccc(C2C3=C(CC(C)(C)CC3=O)OC(N)=C2[N+](=O)[O-])cc1 (stereo not drawn)
    i, i, -3, i, -5, 0, i, 0, i, i, i
> O=C(NCC1CCCO1)c1ccc2c(=O)n(-c3ccccc3)c(=S)[nH]c2c1 (stereo not drawn)
    i, i, /, i, -13, /, i, 6, i, i, i
> COc1cc(CN2CCN(CCOCCO)CC2)cc(OC)c1OC
    i, i, -1, i, -2, -7, i, -3, i, i, i
> COCCn1c(=NC(=O)/C=C/c2ccccc2Cl)sc2cc(NC(C)=O)ccc21
    i, i, 0, i, -5, 6, i, 1, i, i, i
> COc1cccc(C(=O)Nc2cc(NC(=O)c3cccs3)ccc2C)c1OC
    i, i, -2, i, -3, /, i, 3, i, i, i
> Cc1cccc(NC(=O)NCC2CC2)c1
    i, i, -5, i, -7, -2, i, -4, i, i, i
> O=S(=O)(NCc1cccnc1)c1cccn1-c1ncc(C(F)(F)F)cc1Cl
    i, i, /, i, -5, 1, i, 0, i, i, i
> COc1cc(NC(=O)CCn2c(=S)oc3ccccc32)cc(OC)c1OC
    i, i, 1, i, -1, -2, i, 1, i, i, i
> O=C(c1cccnc1)N1N=C(c2cccs2)CC1c1ccc(F)cc1 (stereo not drawn)
    i, i, 0, i, -25, 2, i, -6, i, i, i
> COc1ccc(OCc2nn3c(-c4cccc(OC)c4)nnc3s2)cc1
    i, i, -2, i, -12, 0, i, 0, i, i, i
> O=C(CNC(=O)c1ccc(N2C(=O)c3ccccc3C2=O)cc1)OCC(=O)c1cccc2ccccc12
    i, i, -2, i, -6, -4, i, 2, i, i, i
> Cc1nnc(NC(=O)CSc2nnc(CC(=O)Nc3ccccc3C)n2C)s1
    i, i, -3, i, -12, 6, i, /, i, i, i

Next section
Values in the order – RGS4 pot, KCNK9 inh, GSK3A inh, RGS4 block, hERG rescue, Dyrk1A ADPGlo, KCNK3 block, GSK3B inh, KCNQ1 inh, PolyA inhibitor, KCNQ1 pot
> Cc1cc(=O)[nH]c2c(C)c(Cl)ccc12
    i, i, 0, i, -5, /, /, -5, i, i, i
> Cc1ccc(N(CC(=O)N/N=C/c2ccc(OC3CSC3)cc2)S(=O)(=O)c2ccccc2)c(C)c1
    i, i, 0, i, -8, 1, i, 2, i, i, i
> COc1cc(OC)cc(C(=O)N/N=C\c2ccoc2)c1
    i, i, -2, i, -6, /, i, 3, i, i, i
> CCCN(CCC)C(=O)CSc1nc2ccccc2c(=O)n1C1CCCC1
    i, i, -2, i, -11, 4, i, 1, i, i, i
> FC(F)(F)c1cc(N2CCN(Cc3ccccc3)CC2)c2ccccc2n1
    i, i, 0, i, -13, -1, i, 1, i, i, i
> CCOc1ccc(Br)cc1S(=O)(=O)N1CCC(C(=O)O)CC1
    i, i, -1, i, -7, 6, i, 1, i, i, i
> CCN(CC)S(=O)(=O)c1ccc2c(c1)N(CC(=O)Nc1ccc(NC(C)=O)cc1)C(=O)CO2
    i, i, -4, i, -5, 0, i, 4, i, i, i
> COc1ccc(NC(=O)NC2CCCCCCC2)c(OC)c1
    i, i, /, i, -13, -4, i, -21, i, /, i
> CCc1ccc(NC(=O)CC2C(=O)Nc3c2c(=O)n(C)c(=O)n3C)cc1 (stereo not drawn)
    i, i, /, i, -11, -5, i, 3, i, i, i
> CCOC(=O)C1=C(CN2c3ccccc3CC2C)NC(=O)NC1c1ccccc1 (stereo not drawn)
    i, i, 0, i, -13, 7, i, 1, i, i, i
> NC(=O)CCCn1c(C(=O)c2ccc(Cl)cc2)c2ccc([N+](=O)[O-])cc2[n+]1[O-]
    i, i, 0, i, -6, 4, i, -2, i, i, i
> COC(=O)c1cn(NC(=O)c2ccccc2[N+](=O)[O-])c(=O)c2ccccc12
    i, i, -3, i, -4, 3, i, 1, i, /, i
> COc1cc(S(=O)(=O)N2CCOCC2)ccc1F
    i, i, -3, i, -2, 0, i, 0, i, i, i
> COC(=O)c1ccc(-n2c(C)cc(/C=N/n3cnnc3)c2C)cc1
    i, i, -2, i, -4, 8, i, -3, i, i, i
> CC(=O)Nc1cccc(NC(=S)Nc2ccc(F)cc2F)c1
    i, i, 6, i, -3, 4, i, 2, i, i, i
> COc1ccc(NC(=O)CN2C(=O)NC(C)(c3ccccc3)C2=O)c(OC)c1 (stereo not drawn)
    i, i, 0, i, -5, 3, i, 1, i, i, i
> O=[N+]([O-])c1ccc(-c2nc3ccc([N+](=O)[O-])cc3[nH]2)cc1
    i, i, 0, i, -6, 29, i, 2, i, i, i
